Source: PubChem BioAssay (NMMLSC)
GSH fluor: GSH bead compound fluorescence profile; GSH beads flow cytometry, compound fluorescence 488/530 nm; stronger effect = higher value; fluorescence (KMESF) at 10 µM; 0.25% of 190,000 active; AID 1776; in the data active = fluorescence above about 89;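 also: glutathione beads carrying GST-tagged Bcl family fusion proteins plus one bare bead set; values are compound well signal with DMSO vehicle wells as background; inactives centre near 16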
Bcl-B Bim block: disrupts Bim peptide binding to human Bcl-B | Q9HD36 | bead-based flow cytometry | inhibition, % at 10 µM | AID 951 | 0.073% of 190,000 active;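 also: 0% = tracer peptide without compound and 100% = reference inhibitor peptide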
Bfl-1 Bim block: human Bim-Bfl-1 interaction inhibition; 0.12% of 190,000 active; Bead-based flow cytometry, Bim-Bfl-1 binding inhibition; AID 1008; inhibition, % at 10 µM; Q16548;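 also: 0% = wells without compound plus tracer and 100% = blocker peptide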
RGS7-Gao: modulates binding of RGS7 to human Galphao; Multiplexed bead flow cytometry; actives lie on both sides; binding response (% of control), % at 10 µM; 0.35% of 220,000 active; P09471; in the data active = binding response below about 49% or above about 150%; inconclusive = no clear call, values can overlap the other calls; inactive = in between;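 also: fluorescent Galphao held in activated GDP-AlF4 state binding bead-coupled RGS7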
Bcl-2 Bim block: human Bim-Bcl-2 interaction inhibition. P10415. Bead-based flow cytometry, Bim peptide-Bcl-2 binding. 0.06% of 190,000 active. inhibition, % at 10 µM; in the data active = inhibition above about 40%; inconclusive = no clear call, values can overlap the other calls;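 also: 0% = no compound wells with probe peptide and 100% = reference peptide inhibitor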
Bim-Bcl-XL: human Bim-Bcl-XL interaction inhibition | inhibition, % at 10 µM | 0.04% of 190,000 active | Bim peptide-Bcl-XL binding, bead flow cytometry, fluorescence | AID 1007
ABCB1 inh: blocks JC-1 efflux by human ABCB1 transporter. P08183. CCRF-Adr cells, flow cytometry. inhibition, % at 6.6 µM. 0.067% of 190,000 active; in the data active = inhibition above about 40%;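 also: 0% = vehicle and 100% = reference inhibitor; higher value means more JC-1 retained so stronger ABCB1 efflux block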
Target sequence (P08183 whole entry, looked up): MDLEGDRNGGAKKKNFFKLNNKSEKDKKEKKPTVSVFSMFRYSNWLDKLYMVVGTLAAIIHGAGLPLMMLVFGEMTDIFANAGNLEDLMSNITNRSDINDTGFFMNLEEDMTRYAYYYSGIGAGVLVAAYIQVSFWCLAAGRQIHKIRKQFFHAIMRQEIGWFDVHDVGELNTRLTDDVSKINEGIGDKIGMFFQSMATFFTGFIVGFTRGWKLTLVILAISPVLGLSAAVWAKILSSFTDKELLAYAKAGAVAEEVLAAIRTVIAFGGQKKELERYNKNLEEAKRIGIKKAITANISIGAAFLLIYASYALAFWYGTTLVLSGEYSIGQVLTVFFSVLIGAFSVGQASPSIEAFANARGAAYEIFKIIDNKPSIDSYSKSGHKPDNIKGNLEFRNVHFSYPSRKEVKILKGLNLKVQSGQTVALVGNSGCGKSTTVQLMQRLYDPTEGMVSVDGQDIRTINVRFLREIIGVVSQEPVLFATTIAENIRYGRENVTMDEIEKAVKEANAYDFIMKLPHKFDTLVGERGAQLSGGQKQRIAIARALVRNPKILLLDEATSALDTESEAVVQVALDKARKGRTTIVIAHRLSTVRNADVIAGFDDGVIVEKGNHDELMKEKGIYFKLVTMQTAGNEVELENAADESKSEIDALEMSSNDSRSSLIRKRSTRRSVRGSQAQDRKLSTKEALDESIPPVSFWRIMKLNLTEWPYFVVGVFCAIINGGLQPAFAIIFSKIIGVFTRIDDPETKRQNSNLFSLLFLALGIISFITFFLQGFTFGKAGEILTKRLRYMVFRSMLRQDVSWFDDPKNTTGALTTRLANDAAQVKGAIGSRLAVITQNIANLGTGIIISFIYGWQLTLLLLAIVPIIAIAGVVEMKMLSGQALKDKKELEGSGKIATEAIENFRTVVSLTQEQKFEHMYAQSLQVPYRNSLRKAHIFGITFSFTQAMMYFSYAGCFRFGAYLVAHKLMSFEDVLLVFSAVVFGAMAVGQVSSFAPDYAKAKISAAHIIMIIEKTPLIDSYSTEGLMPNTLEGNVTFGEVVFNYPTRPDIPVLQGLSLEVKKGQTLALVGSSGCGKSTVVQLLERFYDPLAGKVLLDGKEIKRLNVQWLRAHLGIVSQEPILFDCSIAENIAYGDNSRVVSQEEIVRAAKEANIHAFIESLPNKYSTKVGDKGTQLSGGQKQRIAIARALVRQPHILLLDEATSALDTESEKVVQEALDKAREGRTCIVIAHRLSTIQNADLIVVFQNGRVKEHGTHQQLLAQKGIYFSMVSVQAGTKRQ
RGS8-Gao: human RGS8-Galphao interaction regulation; multiplexed bead flow cytometry, RGS8-Galphao binding; actives lie on both sides; response (percent of control binding), % at 10 µM; 0.34% of 220,000 active; AID 1423; in the data active = response below about 60% or above about 140%; inactive = in between;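 also: Galphao activated as the GDP aluminium fluoride complex binding bead-coupled RGS8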
RGS4-Gao reg: human RGS4-Galphao interaction regulation; P09471; Multiplexed bead flow cytometry, RGS4-Galphao binding; actives lie on both sides; binding response (% of control), % at 10 µM; 0.33% of 220,000 active; AID 1415; in the data active = binding response below about 49% or above about 150%; inactive = in between;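 also: fluorescent Galphao activated with aluminum fluoride binding bead-coupled RGS4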
ABCG2 inh: human ABCG2 inhibition, ABCB1 as counter-screen; IgMXP3 cells, JC-1 efflux, flow cytometry; Q9UNQ0; 0.1% of 190,000 active; inhibition, % at 6.6 µM;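 active = inhibition above 80%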;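 also: 0% = DMSO and 100% = nicardipine control wells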
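Incubation: cells with compound and JC-1, 10 min at 25 °C, rotating, no wash / Test system: IgMXP3 (ABCG2) plus far-red-tagged CCRF-Adr (ABCB1) cells / Compound dosing: one concentration, 6.6 µM final / Also added: JC-1 fluorescent substrate / Evaluation: efflux inhibition in percent versus controls / Detection: flow cytometry, 530 nm JC-1 signal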
Bim-Bcl-W: disrupts Bim peptide binding to human Bcl-W; Q92843; bead-based flow cytometry; inhibition, % at 10 µM; 0.02% of 190,000 active;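 also: 0% = bound tracer without compound and 100% = peptide blocker; higher means less fluorescent Bim peptide bound to Bcl-W beads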
* hit, by the source's call; ? = inconclusive; · = not tested or not shown. Rule as the data show it, unless noted: active = inhibition above about 40%.

SMILES	GSH fluor	Bcl-B Bim block	Bfl-1 Bim block	RGS7-Gao	Bcl-2 Bim block	Bim-Bcl-XL	ABCB1 inh	RGS8-Gao	RGS4-Gao reg	ABCG2 inh	Bim-Bcl-W
Cc1scc(-c2n[nH]c(=S)n2C(C)c2ccccc2)c1C (stereo not given)	16	-16	-10	103	-7	-7	0.7	100	101	2	-3
CCCS(=O)(=O)N1CCC(C(=O)NCc2ccc(F)cc2)CC1	24	-6	0	102	0	-7	0.2	104	102	-6	-3
Cc1cccc(-c2cc3nc(C)cc(NCCCn4ccnc4)n3n2)c1	17	-5	-14	102	-7	-3	1.1	102	97	3	-1
NCCCC(N)(C(=O)O)C(F)F (stereo not given)	18	-1	-1	102	2	-2	1.1	103	99	5	0
CCn1c(Cc2ccc(OC)cc2)nnc1SCC(=O)Nc1nc2ccccc2s1	31	-6	-14	98	-6	-6	1.9	100	101	31	-2
CN(C)CCOC(=O)Cc1ccc(Cl)cc1	28	·	·	101	?	·	0.8	100	97	3	·
CCOC(=O)C1CCCN(C(=O)c2ccccc2NC(C)=O)C1 (stereo not given)	23	-3	-6	103	-8	-7	0.7	99	98	1	0
C(=N\Nc1nc(Nc2ccccc2)nc(Nc2ccccc2)n1)/c1ccncc1	25	-3	-2	94	-2	-2	0.5	102	100	2	-4
O=C(CSc1ccccc1C(=O)NCc1ccccc1)NC12CC3CC(CC(C3)C1)C2	16	-6	-8	95	-11	-6	3.1	99	95	20	-4
COc1ccc(CC(=O)Nn2c(-c3ccccc3)nc3ccccc3c2=O)cc1	6	-1	0	94	-2	-2	0.9	95	90	5	0
CCN(C#N)c1nc(NC(C)C)nc(NC(C)(C)C)n1	13	-6	-9	102	-4	-8	0.4	99	101	1	-6
c1cc2c(cc1CN1CCOCC1)OCO2	11	-1	-2	97	-3	0	0.3	101	101	0	-3
CCOC(=O)Cc1csc(NC(=O)COc2ccc3c(C)cc(=O)oc3c2)n1	23	-2	-4	93	1	-1	-0.3	101	97	0	0
O=C(COc1cccc(Oc2ccccc2)c1)Nc1ncccn1	23	-3	-5	106	-4	-2	0.2	109	107	2	1
C=CCn1c(SCc2c(F)cccc2Cl)nnc1-c1ccco1	10	4	-1	103	0	0	0.3	105	102	2	-2
Cn1c(SCC(=O)N2CCN(C(=O)c3ccco3)CC2)nnc1-c1ccc(NS(C)(=O)=O)cc1	23	-1	-3	99	-1	0	0.1	102	103	1	0
O=C1Nc2ccc(S(=O)(=O)NCc3ccccn3)c3cccc1c23	14	-2	0	100	-2	-3	0.2	97	100	1	-1
N#Cc1ccc(N2C(=O)[C@@H]3C(C(=O)c4ccc5ccccc5n4)=NN[C@@H]3C2=O)cc1	12	-8	-8	98	-7	-9	-0.2	98	97	1	-6
CN(Cc1c(C(=O)N(C)Cc2ccccc2)nc2ccccn12)CC1Cc2ccccc2O1 (stereo not given)	13	-2	-2	99	-2	-4	3.5	100	98	4	-4
O=C(Nc1ccccc1)OC1CC2CC1C1CCCC21 (stereo not given)	10	-5	-6	98	-4	-1	1.7	98	98	12	-3
CCN(CC)C(=O)N1CCN(S(=O)(=O)c2ccc(C)cc2)CC1	52	-6	-13	100	-9	-8	-0.6	99	98	1	0
O=C(Nc1ccncc1)c1cccs1	16	-4	-12	104	-9	-4	0.6	106	104	4	1
CNC(=O)C(=O)N/N=C/c1ccc(Br)cc1	13	-3	-1	97	-2	-2	-0.3	100	98	0	-2
CN(C)c1nc(N)nc(-c2ccco2)n1	8	0	0	96	-1	-6	0.4	99	102	1	-2
O=c1ccc(-c2ccc([N+](=O)[O-])cc2)nn1-c1ccccc1	10	-1	3	94	6	1	-0.4	100	99	0	3
CCOc1ccc(NC(=O)CN2C(=O)C(C)SC(C)C2=O)cc1 (stereo not given)	14	0	-2	87	1	0	0.4	97	92	2	1
Cc1ccc(S(=O)(=O)N2CCC(C(=O)NNS(=O)(=O)c3ccc(Cl)cc3)CC2)cc1	14	-4	-6	101	-3	-1	0.6	104	98	7	2
O=C(Cc1cccs1)N/N=C/C=C/c1ccccc1	17	-9	-14	100	-7	-5	1.3	99	98	12	-2
CC(=O)Nc1ccccc1C(=O)C(=O)Nc1cccc(C(=O)NCc2ccccc2)c1	9	0	-1	98	1	-3	·	103	105	12	-2
Cc1noc(C)c1COc1ccc(CC(=O)NCCc2ccccc2)cc1	23	1	2	99	-1	-2	0.5	98	101	8	-3
O=C(c1ccco1)N1CCN(C(=O)c2[nH]ncc2[N+](=O)[O-])CC1	6	-4	0	90	-3	-4	0.6	96	94	0	0
CCNc1nc(N)nc(Oc2ccc(OCc3ccccc3)nn2)n1	17	-2	-4	100	-2	-2	0.0	102	100	0	-4
COc1cc(/C=C2\SC(=O)N(Cc3ccc(F)cc3)C2=O)cc([N+](=O)[O-])c1O	24	3	3	101	0	0	-0.4	103	99	-1	3
Cc1ccc(SCC(=O)NCCN2C(=O)CSC2=O)c(C)c1	25	-2	-1	99	1	-5	0.6	101	101	0	-2
CC(=O)C1=C(C)NC(SCC(=O)c2ccc(Cl)cc2Cl)=C(C#N)C1c1ccco1 (stereo not given)	28	-17	-21	100	-12	-10	4.4	101	101	60	-7
C=CCNC(=O)C1CCN(c2ccc(S(=O)(=O)N3CCOCC3)cc2[N+](=O)[O-])CC1	23	-2	-3	99	0	-1	0.5	100	100	1	0
COC(=O)/C=C/c1ccc(-n2cncn2)cc1	16	-6	-5	?	-5	-4	-0.1	101	95	7	-1
CCN1c2ccccc2NC2N=C(OC)C(c3ccccc3)C21 (stereo not given)	29	-6	-7	104	-1	-2	1.0	100	101	3	0
Cc1ccc(NC(=O)C2(NC(=O)c3ccccn3)CCCCC2)cc1Br	10	-7	-12	94	-9	-4	0.4	92	94	9	-3
COc1ccc(CNC(=O)CCn2cccc2)cc1	39	-9	-2	101	0	7	-0.4	102	104	3	1
CC(C)N(Cc1cnn(C)c1)Cc1nc(Cc2ccccc2Cl)no1	55	-6	-13	101	-5	-5	0.3	100	98	1	0
CC1CC(=O)N(c2ccc(NCc3ccc(Cl)cc3)c([N+](=O)[O-])c2)C1=O (stereo not given)	4	-6	0	104	-1	-6	0.6	100	104	7	-3
COc1ccc(-c2c(C#N)c(N)nc3sc(C(=O)c4ccc(C)cc4)c(N)c23)cc1	8	-29	-4	111	-2	-3	-0.6	107	109	-5	-2
COC(=O)CSc1nnc(-c2sc3ccccc3c2Cl)o1	34	-3	-2	109	-4	-4	0.7	108	97	5	-2
O=C(NCCO)c1ccc(Oc2ccc(C(F)(F)F)cc2[N+](=O)[O-])cc1	16	-1	-5	107	-4	-2	0.0	106	106	26	-4
CCOC(=O)c1sc(NC(=O)CSc2n[nH]c(-c3ccncc3)n2)c(C#N)c1C	6	-3	-12	99	-6	-1	-0.3	100	98	-1	0
COc1cc(-n2c(=O)c3ccccc3n(Cc3cccc(F)c3)c2=O)cc(OC)c1OC	16	-7	-8	?	-4	-5	0.2	102	100	-2	-3
CN(C)S(=O)(=O)c1ccc(N2CCCC2)c(C(=O)N2CCN(c3ccc([N+](=O)[O-])cc3)CC2)c1	19	1	8	101	13	-5	0.9	101	101	1	-5
CCOC(=O)C(NCc1ccccc1OC)(NC(=O)c1ccccc1)C(F)(F)F (stereo not given)	24	0	0	95	0	-2	1.2	95	100	5	-1
COC(=O)c1ccc(C(=O)OC)c(NC(=S)N2CCN(c3ccccc3)CC2)c1	14	-1	0	98	-2	-3	0.2	94	100	1	-1
Cc1occc1-c1nnc(SCC(=O)N2c3ccccc3CCc3ccccc32)n1C	27	-6	0	98	-1	-3	0.2	100	97	1	-2
O=C(CCc1nnc(Cc2ccc(-c3ccccc3)cc2)o1)NCCc1cccnc1	9	-5	-1	104	-1	-3	3.9	101	102	8	-2
COc1ccc(NC(=S)N2CCN(Cc3ccco3)CC2)c(OC)c1	11	-4	-1	107	-2	-6	-0.1	106	101	1	-5
O=C(Nc1ccccc1N1CCN(c2ccccc2)CC1)c1ccccc1F	24	-1	-2	111	-2	0	0.3	102	106	1	4
O=C(Cn1cnc2ccccc2c1=O)N1CCN(c2ccccc2)CC1	20	-4	-1	·	-17	-4	0.6	·	·	1	-2
Cc1ccc(C)c(CSc2nc3[nH]ncc3c(=O)[nH]2)c1	71	-3	0	104	0	-4	0.0	105	107	2	-2
CCN(CC)S(=O)(=O)c1ccc(Cl)nc1	19	-1	-3	105	-3	-4	0.1	101	102	0	-2
CC(=O)N1N=C(c2ccc3ccccc3c2)OC1(C)C	12	0	4	102	0	0	0.1	113	100	1	-2
O=C1N/C(=N/Nc2ccccc2)S/C1=C\c1ccccc1	24	-17	0	106	-3	-7	-1.2	100	102	-3	-3
N=c1nc(-c2ccccc2)ccn1O	14	-2	-3	96	-2	-1	0.1	104	97	1	1

Given bar-delimited: 5 of the compounds above
structure | GSH fluor | Bcl-B Bim block | Bfl-1 Bim block | RGS7-Gao | Bcl-2 Bim block | Bim-Bcl-XL | ABCB1 inh | RGS8-Gao | RGS4-Gao reg | ABCG2 inh | Bim-Bcl-W
COc1cc(-n2c(=O)c3ccccc3n(Cc3cccc(F)c3)c2=O)cc(OC)c1OC | 16 | -7 | -8 | ? | -4 | -5 | 0.2 | 102 | 100 | -2 | -3
CN(C)S(=O)(=O)c1ccc(N2CCCC2)c(C(=O)N2CCN(c3ccc([N+](=O)[O-])cc3)CC2)c1 | 19 | 1 | 8 | 101 | 13 | -5 | 0.9 | 101 | 101 | 1 | -5
CCOC(=O)C(NCc1ccccc1OC)(NC(=O)c1ccccc1)C(F)(F)F (stereo not given) | 24 | 0 | 0 | 95 | 0 | -2 | 1.2 | 95 | 100 | 5 | -1
COC(=O)c1ccc(C(=O)OC)c(NC(=S)N2CCN(c3ccccc3)CC2)c1 | 14 | -1 | 0 | 98 | -2 | -3 | 0.2 | 94 | 100 | 1 | -1
Cc1occc1-c1nnc(SCC(=O)N2c3ccccc3CCc3ccccc32)n1C | 27 | -6 | 0 | 98 | -1 | -3 | 0.2 | 100 | 97 | 1 | -2

Remaining list, next part
SMILES	GSH fluor	Bcl-B Bim block	Bfl-1 Bim block	RGS7-Gao	Bcl-2 Bim block	Bim-Bcl-XL	ABCB1 inh	RGS8-Gao	RGS4-Gao reg	ABCG2 inh	Bim-Bcl-W
Cn1c(SCCOc2ccccc2F)nc2ccccc2c1=O	9	7	-1	?	0	12	-0.1	117	116	5	5
COc1cccc(-c2nc(NC(C)C)c3ccccc3n2)c1O	20	-5	-14	103	-12	-5	0.1	102	101	1	0
Cc1cccc2sc(NC(=O)CN(C)S(=O)(=O)c3cccs3)nc12	56	-9	-9	101	-7	-2	0.1	93	91	1	0
Cn1c(=O)c2cc(S(=O)(=O)NCCC(=O)NCC3CCCO3)ccc2n(C)c1=O (stereo not given)	16	0	0	97	-2	3	0.3	101	100	1	0
CCCc1cc(=O)oc2c(C)c3occ(C)c3cc12	20	-11	-4	107	-6	-5	-0.2	102	110	1	-5
Cc1nc(NC(=O)C2CC2)sc1C	8	-1	0	100	0	-2	0.7	102	99	9	-2
O=C(/C=C/c1ccco1)NC(=S)Nc1ccccn1	13	-9	-8	94	-8	-1	0.5	98	95	6	0
Cc1cc(C)n(-c2nnc(C)n2/N=C/c2cc(Br)ccc2OCc2ccccc2)n1	25	-10	-10	94	-8	-5	1.6	101	98	15	-1
CCOC(=O)c1[nH]c2c(c1-c1ccccc1)C(=O)CC(c1ccc(OC)c(OC)c1)C2 (stereo not given)	16	-4	-1	107	0	-4	5.2	103	111	16	-3
